Bioassay records as filed in PubChem.
ADAM17 inh: ADAM17 inhibitors, primary screen, biochemical, QFRET | Disintegrin and metalloproteinase domain-containing protein 17 (Homo sapiens), P78536 | recombinant ADAM17, EDANS/DABCYL FRET peptide cleavage | inhibition, % at 6.95 µM | actives 0.83% (n = 370,000);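 active = inhibition above the mean of compounds lying between control limits plus 3 SD, set per campaign, cut at about 8.5% in these data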;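 also: 0% = DMSO-only wells as the low control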
Target sequence (P78536 215-824 limits assumed): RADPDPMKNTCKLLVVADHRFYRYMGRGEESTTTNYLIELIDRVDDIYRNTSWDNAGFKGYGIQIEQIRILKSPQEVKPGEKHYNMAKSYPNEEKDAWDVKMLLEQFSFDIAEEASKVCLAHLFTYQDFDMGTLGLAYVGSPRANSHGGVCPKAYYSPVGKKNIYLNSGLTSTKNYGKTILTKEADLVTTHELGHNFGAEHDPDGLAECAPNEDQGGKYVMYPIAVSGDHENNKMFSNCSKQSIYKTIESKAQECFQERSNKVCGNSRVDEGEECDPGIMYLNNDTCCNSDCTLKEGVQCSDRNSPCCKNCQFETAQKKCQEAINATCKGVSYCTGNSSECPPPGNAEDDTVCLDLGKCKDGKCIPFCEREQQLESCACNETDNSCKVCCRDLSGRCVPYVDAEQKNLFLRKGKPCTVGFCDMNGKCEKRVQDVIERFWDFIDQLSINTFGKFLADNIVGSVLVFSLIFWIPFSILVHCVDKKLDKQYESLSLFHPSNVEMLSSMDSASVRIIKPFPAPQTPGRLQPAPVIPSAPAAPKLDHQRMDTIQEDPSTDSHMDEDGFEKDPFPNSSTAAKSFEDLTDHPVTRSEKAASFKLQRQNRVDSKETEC
ASAP1 GAP inh: inhibitors of human ASAP1 ArfGAP activity, primary screen, biochemical, fluorescence polarization. inhibition, % at 16.5 µM. AID 624377, 2012. Arf-GAP with SH3 domain, ANK repeat and PH domain-containing protein 1 (Homo sapiens), …. actives 0.19% (n = 360,000). ASAP1-stimulated ARF1 GTP hydrolysis, GDP FP detection; in the data active = inhibition above about 25%;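 also: 0% = vehicle with enzyme and substrate and 100% = no enzyme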
PLC-gamma1 inh: PLC-gamma1 enzyme inhibitors, primary screen, biochemical, fluorescence, purified enzyme; 1-phosphatidylinositol 4,5-bisphosphate phosphodiesterase gamma-1 (Homo sapiens), P19174; fluorogenic substrate; inhibition, % at 12.2 µM; actives 0.84% (n = 370,000); in the data active = inhibition above about 9.5%
ARFGAP1 inh: inhibitors of rat ARFGAP1 GAP activity, primary screen, biochemical, fluorescence polarization, GDP tracer; actives 0.26% (n = 360,000); ADP-ribosylation factor GTPase-activating protein 1 (Rattus norvegicus), Q62848; Arfgap1-stimulated ARF1 GTP hydrolysis, GDP FP detection; inhibition, % at 16.5 µM;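 active = inhibition above a per-plate limit, mean inhibition of low control wells plus 3 SD, cut at about 25% in these data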;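 also: 0% = DMSO wells with enzyme and 100% = wells lacking Arfgap1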
Target sequence (Q62848 1-136 limits assumed): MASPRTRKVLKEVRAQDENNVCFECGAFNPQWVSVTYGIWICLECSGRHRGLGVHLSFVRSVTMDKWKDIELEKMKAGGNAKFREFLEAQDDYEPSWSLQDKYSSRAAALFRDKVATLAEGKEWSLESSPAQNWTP
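Assay system: purified rat His6-Arfgap1 residues 1-136 (GAP domain); Reagent: human Δ17 ARF1 bound to GTP; Dosing: 16.5 µM single point, 1.26% DMSO; Times: GTP hydrolysis reaction 2 h at 25 °C; Signal: FP, GDP Alexa 633 tracer displaced from anti-GDP antibody, 620/688 nm; Measure: % inhibition from polarization.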
LEDGF integ inh: blockers of LEDGF/p75-dependent integrase strand transfer – biochemical, TR-FRET, high throughput, primary screen; actives 0.64% (n = 370,000); inhibition, % at 3.7 µM; AID 743269, 2014; HIV-1 integrase (with human LEDGF/p75); TR-FRET IN-LEDGF/p75 DNA integration, Eu/Cy5;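 active = inhibition above the screen-wide mean plus 3 SD, cut at about 13% in these data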;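 also: signal is the Cy5 over europium emission ratio at 671 and 618 nm; 0% = plate median of compound wells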
DDE Tn7 FP inh: inhibitors of Tn7 peptide binding to fibrin DD(E), primary screen, biochemical, fluorescence polarization, human fibrin, Tn7 probe; Fibrinogen beta chain (Homo sapiens), P02675; FP displacement of FITC-Tn7 peptide from fibrin DD(E); 0% = median of compound wells per plate; inhibition, % at 8.3 µM; actives 0.13% (n = 370,000);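 active = inhibition above the mean of compounds falling within the control limits plus 3 SD of them, cut at about 14% in these data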;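 also: 0% = plate median of compound wells and 100% = 10 µM Aha-Tn7 peptide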
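Assay system: Fibrin-DD(E) protein isolated from polymerized human fibrin clots; read-out basis: percent inhibition; medium: Tris/NaCl/CaCl2 buffer, pH 7.8; signal: FP measurement; incubation: 10 min plus 3 h, room temperature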
TDP2 inh: human TDP2 enzyme inhibitors, primary screen, biochemical, epi absorbance, recombinant enzyme; inhibition, % at 12.8 µM; actives 0.34% (n = 370,000); T5PNP hydrolysis, p-nitrophenol absorbance 415 nm; AID 720702, 2013;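 active = inhibition above the mean of all tested compounds plus 3 SD, set per campaign, cut at about 25% in these data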;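 also: 0% = DMSO with enzyme and 100% = buffer with substrate but no TDP2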
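Test system: Human TDP2 enzyme | Reagent: 5 mM T5PNP | Compound dosing: 12.8 µM single point, 1% DMSO | Incubation: Enzyme reaction with compound for 2 h at 37 °C | Technique: p-Nitrophenol epi absorbance | Read-out: % inhibition relative to enzyme-containing and enzyme-free wells | Benchmarks: High control without enzyme, low control DMSO plus TDP2 | Replicates: Singlicate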
DDE Tn6 FP inh: inhibitors of Tn6 peptide binding to fibrin DD(E), primary screen, biochemical, fluorescence polarization, human fibrin, Tn6 probe; inhibition, % at 8.3 µM; AID 720509, 2013; Fibrin DD(E) TRITC-Tn6 fluorescence polarization displacement; actives 0.21% (n = 370,000);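 active = inhibition above a per-campaign cutoff: mean of compounds within control limits plus 3 SD, cut at about 15% in these data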;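 also: 0% = median of all compound wells on the plate and 100% = blocking peptide control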
ADAM10 inh: human ADAM10 inhibitors, primary screen, biochemical, QFRET, HTS; Disintegrin and metalloproteinase domain-containing protein 10 (Homo sapiens), O14672; recombinant ADAM10, EDANS/DABCYL FRET peptide cleavage, 3 h; inhibition, % at 7 µM; actives 0.62% (n = 370,000); AID 720582, 2013;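 active = inhibition above a per-campaign cutoff equal to the mean of compounds falling between control-based bounds plus 3 SD, cut at about 20% in these data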;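 also: 0% = DMSO wells while the 100% control is not disclosed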
KLK7 zymogen act: proKLK7 zymogen activators, primary screen, biochemical, fluorescence intensity. Kallikrein-7 (Homo sapiens), P49862. purified proKLK7, EDANS-DABCYL substrate fluorescence; 100% is mature enzyme control, 0% vehicle. activation, % at 7 µM. actives 0.9% (n = 370,000). AID 652039, 2013;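 active = activation above the mean of all tested compounds plus 3 SD, computed per campaign excluding outliers beyond control limits, cut at about 13% in these data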
Target sequence (P49862 whole entry, looked up): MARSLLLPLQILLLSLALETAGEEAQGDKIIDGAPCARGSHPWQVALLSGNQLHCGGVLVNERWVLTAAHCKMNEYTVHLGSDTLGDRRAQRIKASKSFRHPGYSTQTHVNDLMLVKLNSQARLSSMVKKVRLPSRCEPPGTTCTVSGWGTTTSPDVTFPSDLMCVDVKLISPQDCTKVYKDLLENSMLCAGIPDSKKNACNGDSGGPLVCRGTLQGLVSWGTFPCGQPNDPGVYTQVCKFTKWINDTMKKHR
An asterisk follows results filed as active.

SMILES | ADAM17 inh | KLK7 zymogen act | DDE Tn6 FP inh | ARFGAP1 inh | TDP2 inh | ASAP1 GAP inh | PLC-gamma1 inh | DDE Tn7 FP inh | ADAM10 inh | LEDGF integ inh
O=C(CCC1CCCN(C(=O)c2ccoc2)C1)NCc1ccc(F)c(F)c1 (configuration not stated) | -2 | -0.1 | 5 | 14 | 14 | -3 | 1 | -1 | -2 | 7
O=C(Nc1ccc2ncccc2c1)c1ccccc1 | 0 | 0.2 | 4 | 5 | 10 | -10 | 3 | 6 | 2 | 6
Cc1ccc(C(=O)N2CCN(c3ccc(C(F)(F)F)cn3)CC2)o1 | -11 | 0.2 | -1 | 4 | -1 | 12 | -4 | 3 | -20 | -4
CC1(C)CNC(=O)c2sc(N3CCCCC3)nc2C1 | 0 | -0.1 | -4 | 9 | 3 | 3 | 4 | -1 | 3 | 1
COC(=O)/C(C#N)=C/c1c(-c2ccccc2)nc2n1CCS2 | -2 | 0.2 | -2 | -4 | 9 | 1 | -1 | 1 | -2 | -1
O=C(OC(C(=O)Nc1ccc(Cl)c(C(F)(F)F)c1)c1ccccc1)C1=COCCO1 (configuration not stated) | 7 | 0.4 | 6 | 11 | -2 | 16 | 3 | -4 | 19 | 2
CC(Cc1ccco1)NC(=O)c1ccc(C(F)(F)F)cc1 (configuration not stated) | 0 | -0.1 | 0 | -3 | 7 | 5 | 3 | -3 | -2 | 0
C[C@H]1CN([C@@H](C)CO)C(=O)c2cc(NS(=O)(=O)c3ccc(Cl)cc3)ccc2O[C@@H]1CN(C)CC1CCCCC1 | -1 | 1.1 | -1 | 5 | -6 | 8 | 3 | 5 | 6 | -2
COc1cccc(/C=N\Nc2nncc(-c3ccccc3)n2)c1 | -4 | 0.5 | -11 | -6 | 6 | -4 | -3 | 0 | -13 | 1
CCOC(=O)C1=C(Cc2ccc(F)cc2)C(=O)c2ccccc2C1=O | -4 | 1.7 | -4 | 1 | 31* | 9 | -76 | -3 | -7 | 9
CN(C)c1[nH]c(=O)c(C#N)c2c1CCN2Cc1ccccc1 | -2 | 0.0 | 3 | -3 | 8 | -2 | -1 | -5 | 4 | 2
CCOC(=O)N1CCN(Cc2ccc(F)cc2F)CC1 | -1 | -0.4 | -3 | 3 | 6 | 7 | 5 | -3 | 1 | 3
COCCn1c(SCC(=O)Nc2ccc(OC)c(S(N)(=O)=O)c2)nc2ccccc2c1=O | -5 | 0.0 | 2 | 13 | 3 | 7 | -1 | 2 | -4 | -1
O=C(OCC(=O)N1CCCC1)c1ccco1 | 4 | -0.6 | -5 | 5 | -5 | 4 | 4 | 2 | 8 | -6
COc1ccc(OCC(=O)Nc2ccc(NC(=O)c3ccco3)c(C)c2)cc1 | 0 | 0.2 | -3 | 7 | 1 | 9 | 0 | -3 | 0 | 0

Given with two lines to a compound: part of the list above
Values run as follows: ADAM17 inh	KLK7 zymogen act	DDE Tn6 FP inh	ARFGAP1 inh	TDP2 inh	ASAP1 GAP inh	PLC-gamma1 inh	DDE Tn7 FP inh	ADAM10 inh	LEDGF integ inh
> O=C(Nc1ccc2ncccc2c1)c1ccccc1
→ 0	0.2	4	5	10	-10	3	6	2	6
> CN(C)c1[nH]c(=O)c(C#N)c2c1CCN2Cc1ccccc1
→ -2	0.0	3	-3	8	-2	-1	-5	4	2
> CCOC(=O)C1=C(Cc2ccc(F)cc2)C(=O)c2ccccc2C1=O
→ -4	1.7	-4	1	31*	9	-76	-3	-7	9

The list continues.
SMILES | ADAM17 inh | KLK7 zymogen act | DDE Tn6 FP inh | ARFGAP1 inh | TDP2 inh | ASAP1 GAP inh | PLC-gamma1 inh | DDE Tn7 FP inh | ADAM10 inh | LEDGF integ inh
CCOc1cc(NC(=O)c2ccccc2C(=O)O)c(OCC)cc1NC(=O)c1ccccc1F | 4 | 0.1 | -9 | -1 | 8 | -3 | -1 | -1 | 27* | 7
CC(C)C(=O)NC(c1ccc(N(C)C)cc1)c1c(O)ccc2ccccc12 (configuration not stated) | -6 | 0.1 | -4 | 17 | -25 | 4 | 0 | 0 | -10 | -8
C=CCn1c(SCC(=O)/C(C#N)=C(\C)N)nnc1C1CCCCC1 | -4 | 0.5 | 0 | -3 | -3 | -1 | 1 | 5 | 7 | -2
Cc1ccc(S(=O)(=O)NC(=O)Nc2nnc(C3CC3)s2)cc1 | -1 | -0.6 | 1 | -1 | 5 | -4 | 0 | 1 | -8 | 3
CC1CCCN(C(=O)c2ccc3c(c2)OCO3)C1 (configuration not stated) | 4 | -0.3 | 2 | 6 | -10 | 1 | 2 | -2 | 5 | 0
C[C@@H]1CN([C@H](C)CO)C(=O)c2cc(NC(=O)Cc3ccccc3)ccc2O[C@H]1CN(C)Cc1ccc(Oc2ccccc2)cc1 | 9.2* | 0.6 | 5 | 11 | -2 | 4 | 5 | -7 | 19 | 1
CCC(C)[C@H](NC(=O)[C@@H]1CSC2c3ccccc3C(=O)N21)C(=O)NCc1ccco1 (some centres not stated) | 1 | 0.4 | 1 | -9 | 10 | -4 | -2 | 6 | -1 | 2
Cc1ccc(NC(=O)C2CCCN2C(=O)OCc2ccccc2)cc1C (configuration not stated) | 2 | -0.4 | 9 | 13 | -12 | -16 | -2 | 4 | 7 | 0
CC(CC(=O)C1C(C)C=CCC1(C)C)NNC(N)=O (configuration not stated) | 1 | -0.6 | -5 | 1 | 7 | 15 | 4 | 5 | 4 | 4
C=CCNc1sc(C(=O)c2cccs2)c(N)c1C#N | 1 | 87* | -1 | -4 | 3 | 0 | -10 | 1 | 6 | -2
CCOC(=O)CNC(=O)C1c2ccccc2C(=O)N(c2ccc(OC)cc2)C1c1ccc(OC)cc1 (configuration not stated) | -4 | 0.1 | -1 | -3 | -1 | -1 | 0 | -2 | -6 | -2
CN(C)CCSc1nnc2sc3ccccc3n12 | 7 | 0.0 | 5 | 11 | 3 | -23 | 1 | -5 | 4 | -1
COc1cccc(C(=O)N(C)CC2CCN(CCc3cccc(C(F)(F)F)c3)CC2)c1 | -4 | -0.2 | -1 | -2 | -1 | -6 | -2 | 2 | 7 | -3
CC1CCN(C(=O)C2CCN(C(=O)c3cc4sccc4n3Cc3ccc(F)cc3)CC2)CC1 | 0 | 0.4 | 5 | -10 | -12 | -2 | 2 | -1 | 6 | -2
CON(C)S(=O)(=O)c1ccc2c(c1)N(Cc1ccc(C)cc1)C(=O)C1CCCN21 (configuration not stated) | -2 | -0.2 | 3 | 8 | -4 | 0 | -43 | -6 | -6 | 0
CN1CCN([C@H]2CS(=O)(=O)N[C@@H]2COCc2ccccc2)CC1 | -4 | -0.1 | -9 | 6 | 0 | -4 | 1 | 7 | -12 | 3
COc1ccc2c(C)c(C(=O)NCC(C)O)oc2c1OC (configuration not stated) | -66 | 3.9 | 3 | -1 | 4 | 0 | -189 | -3 | -174 | -1
COc1cc(OC)c(OC)cc1CN1CCN(Cc2ccco2)CC1 | -1 | 0.3 | 5 | -6 | 7 | -4 | 3 | 0 | 3 | 6
CC(=O)N1CCN(c2c(F)c(F)c(C(F)(F)F)c(F)c2F)CC1 | 3 | 0.1 | -5 | 4 | -9 | -15 | 6 | 7 | 10 | 0
O=C1NN=C(c2ccc(Br)cc2)CC1c1ccc(Cl)cc1 (configuration not stated) | 4 | 0.4 | -10 | -13 | -1 | 1 | 1 | -2 | 8 | -1
S=C(c1cccs1)N1CCN(c2ccccc2)CC1 | -2 | 0.2 | 1 | 4 | 7 | -15 | 3 | 0 | 3 | 0
COC(=O)C1CCN(C2=C(NS(=O)(=O)c3ccc(Cl)cc3)C(=O)c3ccccc3C2=O)CC1 | -1 | 1.5 | 1 | -4 | 5 | 7 | 3 | 3 | 9 | 5
CC12CCC(C(=O)NNc3ccc([N+](=O)[O-])cc3)(CC1=O)C2(C)C (configuration not stated) | -1 | 0.2 | -2 | -5 | 5 | -18 | 6 | 0 | -2 | -2
OCCC1CN(Cc2cccn2-c2cccnc2)CCN1Cc1ccccc1 (configuration not stated) | -3 | -0.3 | 0 | 0 | -3 | -10 | -1 | -4 | -5 | 4
Cc1ccc(NC(=O)CN2C(=O)S/C(=C\c3cc(C)n(-c4ccc(C(=O)O)cc4)c3C)C2=O)cc1 | -2 | 0.6 | -2 | 3 | -18 | 1 | -44 | -1 | -4 | 1
COc1ccccc1CC(=O)NCc1nn(-c2ccccc2)nc1C | -2 | 0.2 | 2 | 7 | -11 | 10 | -2 | 6 | -5 | -5
COc1ccc2oc3c(ccc[n+]3C)c(=O)c2c1 | 3 | -0.8 | -5 | 13 | -7 | -13 | 4 | -19 | 1 | 4
O=C(CCCN1C(=O)C(c2ccccc2)Oc2cccnc21)NCc1ccc(F)cc1 (configuration not stated) | 0 | 0.4 | -5 | -1 | -12 | -9 | 4 | -2 | 2 | 8
Cc1sc2ncnc(N3CCC(C(=O)N(C)CC(=O)Nc4ccccc4Cl)CC3)c2c1C | -2 | 0.2 | 2 | 5 | -13 | -3 | 3 | 1 | -7 | -7
CN(Cc1ccccc1)C(=O)c1cc(=O)[nH]c2ccccc12 | -12 | -0.1 | 0 | -6 | 3 | 7 | -11 | -2 | -29 | 6
COc1cc2cc(CN(Cc3cccs3)C(=S)Nc3ccccc3)c(=O)[nH]c2cc1OC | -32 | -9.9 | 5 | 2 | 3 | 18 | -13 | 4 | -115 | -3
CN(C)/C=C1\NC(=S)N(c2ccccc2)C1=O | 1 | -0.5 | 4 | 9 | 2 | 12 | 7 | 3 | 17 | 2

This is a random part of the collection; any-hit rate near 4.2%.
